# Assay outcomes as filed in PubChem.
# ADAM17 inh: inhibitors of human ADAM17; P78536; recombinant ADAM17, EDANS/DABCYL FRET peptide cleavage; inhibition, % at 6.95 µM; 0.83% of 370,000 active; AID 720648;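 active means inhibition above the mean of compounds lying between control limits plus 3 SD, set per campaign, cut at about 8.5% in these data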;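 further: 0% = DMSO-only wells as the low control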
# DDE Tn7 FP inh: DD(E)-Tn7 binding inhibition, primary FP screen; P02675; FP displacement of FITC-Tn7 peptide from fibrin DD(E); 0% = median of compound wells per plate; inhibition, % at 8.3 µM; 0.13% of 370,000 active; AID 720508;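 active means inhibition above the mean of compounds falling within the control limits plus 3 SD of them, cut at about 14% in these data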;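 further: 0% = plate median of compound wells and 100% = 10 µM Aha-Tn7 peptide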
#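 Assay system: Human fibrin DD(E) protein | Medium: Tris buffer with calcium and detergent, pH 7.8 | Reagent: 0.1 µM fluorescent Tn7 | Compound dosing: Single point at 8.3 µM | Times: 10 min preincubation, 3 h with tracer, room temperature | Detection: Fluorescence polarization of the labelled Tn7 tracer | Controls: Aha-Tn7 high control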
# ARFGAP1 inhibitor: rat ARFGAP1 inhibition. AID 651572. Q62848. Arfgap1-stimulated ARF1 GTP hydrolysis, GDP FP detection. 0.26% of 360,000 active. inhibition, % at 16.5 µM;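 active means inhibition above a per-plate limit, mean inhibition of low control wells plus 3 SD, cut at about 25% in these data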;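 further: 0% = DMSO wells with enzyme and 100% = wells lacking Arfgap1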
#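 Repeats: one replicate per compound; assay system: rat Arfgap1 catalytic domain, aa 1-136; times: enzyme reaction 120 min at 25 °C after 20 min preincubation; detection: FP of antibody-bound GDP Alexa 633 tracer, ex 620/em 688 nm; benchmarks: high control wells lacking Arfgap1, low control full reaction with DMSO; reagent: human ARF1(Δ1-17)-GTP substrate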
# ADAM10 inh: inhibits human ADAM10; 0.62% of 370,000 active; inhibition, % at 7 µM; O14672; AID 720582; recombinant ADAM10, EDANS/DABCYL FRET peptide cleavage, 3 h;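 active means inhibition above a per-campaign cutoff equal to the mean of compounds falling between control-based bounds plus 3 SD, cut at about 20% in these data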;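 further: 0% = DMSO wells while the 100% control is not disclosed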
# ASAP1 GAP inh: inhibitors of human ASAP1 ArfGAP activity. inhibition, % at 16.5 µM. 0.19% of 360,000 active. ASAP1-stimulated ARF1 GTP hydrolysis, GDP FP detection; in the data active means inhibition above about 25%;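 further: 0% = vehicle with enzyme and substrate and 100% = no enzyme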
# KLK7 zymogen act: activators of human kallikrein-7 zymogen. AID 652039. P49862. 0.9% of 370,000 active. purified proKLK7, EDANS-DABCYL substrate fluorescence; 100% is mature enzyme control, 0% vehicle. activation, % at 7 µM;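 active means activation above the mean of all tested compounds plus 3 SD, computed per campaign excluding outliers beyond control limits, cut at about 13% in these data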
# LEDGF integ inh: blocks HIV-1 LEDGF/p75-dependent DNA integration | TR-FRET IN-LEDGF/p75 DNA integration, Eu/Cy5 | inhibition, % at 3.7 µM | 0.64% of 370,000 active;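 active means inhibition above the screen-wide mean plus 3 SD, cut at about 13% in these data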;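 further: signal is the Cy5 over europium emission ratio at 671 and 618 nm; 0% = plate median of compound wells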
# TDP2 absorb: TDP2 (human) inhibition, absorbance primary screen; O95551; recombinant TDP2, T5PNP hydrolysis, p-nitrophenol absorbance 415 nm; inhibition, % at 12.8 µM; 0.34% of 370,000 active; AID 720702;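 active means inhibition above the mean of all tested compounds plus 3 SD, set per campaign, cut at about 25% in these data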;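 further: 0% = DMSO with enzyme and 100% = buffer with substrate but no TDP2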
#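 Material: recombinant human TDP2; quantity: TDP2 enzyme at 120 nM final; medium: Tris-HCl pH 7.5 with MgCl2; compound: single concentration, 12.8 µM nominal, with 1% DMSO; incubation: 2 h enzyme incubation at 37 °C; signal: epi absorbance; measure: percent inhibition; benchmarks: high control without enzyme, low control DMSO plus TDP2; repeats: singlicate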
# DDE Tn6 FP inh: DD(E)-Tn6 binding inhibition, primary FP screen | inhibition, % at 8.3 µM | AID 720509 | Fibrin DD(E) TRITC-Tn6 fluorescence polarization displacement | P02675 | 0.21% of 370,000 active;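 active means inhibition above a per-campaign cutoff: mean of compounds within control limits plus 3 SD, cut at about 15% in these data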;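 further: 0% = median of all compound wells on the plate and 100% = blocking peptide control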
# PLC-gamma1 inh: inhibitors of human phospholipase C gamma1; P19174; purified PLC-gamma1, fluorogenic substrate, fluorescence; inhibition, % at 12.2 µM; 0.84% of 370,000 active; in the data active means inhibition above about 9.5%
# Target sequence (P19174 whole entry, looked up): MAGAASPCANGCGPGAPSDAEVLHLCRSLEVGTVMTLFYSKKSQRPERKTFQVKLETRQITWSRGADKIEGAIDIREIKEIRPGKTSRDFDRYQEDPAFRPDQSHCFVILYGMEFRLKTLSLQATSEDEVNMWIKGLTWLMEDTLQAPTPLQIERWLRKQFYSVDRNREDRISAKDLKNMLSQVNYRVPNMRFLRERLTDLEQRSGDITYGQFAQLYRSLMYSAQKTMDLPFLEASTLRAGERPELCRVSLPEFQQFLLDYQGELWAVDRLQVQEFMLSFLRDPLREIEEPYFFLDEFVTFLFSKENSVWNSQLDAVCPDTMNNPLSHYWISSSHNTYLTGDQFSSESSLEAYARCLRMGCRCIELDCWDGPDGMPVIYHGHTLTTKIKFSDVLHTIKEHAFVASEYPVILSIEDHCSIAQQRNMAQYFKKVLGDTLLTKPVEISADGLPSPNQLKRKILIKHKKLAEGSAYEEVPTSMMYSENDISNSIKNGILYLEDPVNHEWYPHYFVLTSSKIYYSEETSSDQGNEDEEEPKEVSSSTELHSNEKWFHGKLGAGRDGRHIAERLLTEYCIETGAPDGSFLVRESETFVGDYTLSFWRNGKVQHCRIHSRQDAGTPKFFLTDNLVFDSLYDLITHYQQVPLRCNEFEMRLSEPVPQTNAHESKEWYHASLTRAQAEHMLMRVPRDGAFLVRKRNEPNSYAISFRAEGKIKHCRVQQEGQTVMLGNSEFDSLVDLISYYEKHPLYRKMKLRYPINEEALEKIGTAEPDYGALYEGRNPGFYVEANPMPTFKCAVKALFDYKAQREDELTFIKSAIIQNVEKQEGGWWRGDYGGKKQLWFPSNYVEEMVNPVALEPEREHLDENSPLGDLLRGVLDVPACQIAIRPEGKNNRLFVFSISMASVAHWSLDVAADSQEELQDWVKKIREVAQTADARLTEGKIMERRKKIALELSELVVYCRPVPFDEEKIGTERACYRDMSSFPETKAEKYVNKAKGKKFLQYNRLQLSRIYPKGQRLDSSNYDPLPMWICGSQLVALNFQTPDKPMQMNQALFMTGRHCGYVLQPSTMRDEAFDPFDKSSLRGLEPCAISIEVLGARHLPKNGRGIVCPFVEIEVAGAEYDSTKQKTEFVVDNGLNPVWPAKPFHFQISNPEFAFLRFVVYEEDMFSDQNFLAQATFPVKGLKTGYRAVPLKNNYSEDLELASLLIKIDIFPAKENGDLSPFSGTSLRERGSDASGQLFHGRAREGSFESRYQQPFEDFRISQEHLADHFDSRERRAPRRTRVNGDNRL
# The depositor's hits bear a star.
SMILES,ADAM17 inh,DDE Tn7 FP inh,ARFGAP1 inhibitor,ADAM10 inh,ASAP1 GAP inh,KLK7 zymogen act,LEDGF integ inh,TDP2 absorb,DDE Tn6 FP inh,PLC-gamma1 inh
O=C(N/N=C/c1ccc(O)cc1O)/C(=C/c1ccccc1)CCO,-3,-7,-2,-12,1,0.5,-7,-3,0,-44
C(=N\N1CCN(Cc2ccccc2)CC1)/c1cccs1,5,5,8,-5,-7,0.5,3,1,-3,8
O=C(COC(=O)C1C2CC3OC(=O)C1C3C2)Nc1cccc(Cl)c1 (centres undefined),0,-6,1,16,8,-0.9,0,-4,-1,1
COc1cc(-c2n[nH]c(=S)n2-c2cc(C(F)(F)F)ccc2Cl)cc(OC)c1OC,-5,1,-6,-1,-12,-0.1,-2,-2,1,-1
COC(=O)c1ccc(CSc2nc(C)nc3sc(C)c(C)c23)o1,-5,9,-5,-6,8,0.7,-3,-6,8,1
COc1cc2c(cc1OC)CN(C(=O)/C=C/c1ccc([N+](=O)[O-])cc1)CC2,2,-1,-2,1,8,0.3,0,11,-3,-3
COC(=O)C1=C(C)N(C)C(=O)NC1c1cc2c(cc1[N+](=O)[O-])OCO2 (centres undefined),-23,-5,-3,-59,2,4.3,5,8,5,-58
COc1ccccc1C(=O)O/N=C(\N)c1ccccn1,-7,5,-9,2,-2,0.2,-5,-7,9,0
CCCNC(=O)Nc1cc(C)on1,-4,0,-6,-1,-6,-0.6,0,0,2,0
COc1cccc(OC)c1C(=O)NCCSC1CCCCC1,-3,4,-14,7,-1,0.3,0,1,-4,-1
N#Cc1ccc(OCC(=O)NC2CCCCCC2)cc1,5,-1,-2,-22,9,0.3,0,-9,2,-1
CCOc1ccccc1C(=O)OCC(=O)Nc1cc(S(=O)(=O)N2CCOCC2)ccc1C,-2,-2,5,-3,-3,-0.1,1,5,7,1
Cc1ccc(COC(=O)CN2C(=O)NC3(CCCC3)C2=O)cc1,-3,0,-13,-7,-2,0.3,-2,1,2,-2
CC1CCN(S(=O)(=O)c2ccc3c(c2)N(CC(=O)NCCCN(Cc2ccccc2)C(C)C)C(=O)CO3)CC1,-2,-1,3,-6,-2,-0.2,-3,10,-5,-1
COC(=O)COc1ccc(NC(=O)Cn2nc(-c3ccccc3)c3ccccc3c2=O)cc1,-1,-6,-5,-6,0,0.1,0,6,2,2
CC(=O)N1CCCc2cc(S(=O)(=O)N3CCCC(C(=O)N4CCN(c5ccccc5)CC4)C3)ccc21 (centres undefined),2,9,10,3,-5,-0.3,4,4,5,2
CC(C)CN1CCN(Cc2ccc(CN3CCCCC3)s2)CC1CCO (centres undefined),2,-8,4,0,-2,-0.3,0,-4,8,4
C#CCOCCOCCOCCNc1nc(N2CCOCC2)nc(N2CCN(C(=O)CCCCCCCCCCNC(=O)[C@H]([C@@H](C)CC)n3cc(CCCCN=C(N)N)nn3)CC2)n1,-2,5,3,0,0,0.1,-1,-7,4,3
Cn1c(N2CCOCC2)c(/C=N/OC(=O)c2ccc(F)cc2)c2ccccc21,0,0,-16,3,18,-0.9,-1,9,4,-2
CC(C)CC(C(=O)O)N1C(=O)C2C3C=CC(C2C1=O)C1C(=O)N(C(CC(C)C)C(=O)O)C(=O)C31 (centres undefined),0,-3,8,4,-10,0.1,2,3,-2,-1
OCC1(CCCc2ccccc2)CCN(C2CCC2)CC1,-3,9,0,-1,-9,0.9,-2,-4,11,-1
Cc1c(NC(=O)CSc2ncnc3c2cnn3-c2ccccc2)c(=O)n(-c2ccccc2)n1C,-4,-1,11,-10,9,0.3,1,3,-4,6
COCCNC(=O)C1(C)CCCN(C(=O)c2c(F)ccc(C)c2F)C1 (centres undefined),-1,-1,-6,-8,-3,-0.5,-3,-6,11,-1
Cc1cc(C)cc(NC(=O)CCC(=O)Nc2nnc(C(C)C)s2)c1,-2,12,4,-7,5,-0.3,-4,-6,-8,4
COc1ccc(OCCCON2C(=O)c3ccccc3C2=O)cc1,-2,2,-4,1,15,0.3,-2,4,5,2
CCN(Cc1ccccc1)C(=O)Cn1cc(S(=O)(=O)NC)c(S(=O)(=O)NC)c1,0,-3,13,1,0,0.4,1,-11,3,3
CC(NC(=O)c1ccc(Cl)c(S(=O)(=O)NC2CC2)c1)c1ccco1 (centres undefined),2,0,-12,7,-5,0.2,3,-3,2,4
O=C(Nc1cccc(NC(=O)C2C3CC4OC(=O)C2C4C3)c1)c1ccccc1 (centres undefined),1,-1,-7,2,0,0.1,-5,2,4,0
COc1ccc(C(CNC(=O)c2cccc(S(=O)(=O)Nc3ccc(Br)cc3)c2)N(C)C)cc1 (centres undefined),-3,4,3,-4,-11,0.1,-1,1,0,-5
CCCCN1CC(COC)Oc2cccc(F)c2S1(=O)=O (centres undefined),-2,-7,7,-10,-1,-0.5,4,5,-6,-1
COC(=O)c1ccc(C(c2c(C)n(C)n(-c3ccccc3)c2=O)c2c(C)n(C)n(-c3ccccc3)c2=O)cc1,3,0,2,9,-1,-0.4,1,-16,2,12*
COc1ccc(CN2C[C@@H](CO)O[C@@H](n3cnc4c(NC5CC5)ncnc43)C2)cc1,-3,1,11,0,-12,0.3,2,3,1,-3
N#Cc1ccc(NC(=O)COC(=O)C2=COCCO2)cc1,-2,3,-8,7,0,0.2,-1,4,-8,0
Cn1cccc1C(=O)OCC(=O)NCc1cccs1,-2,4,0,1,0,-0.6,1,10,3,2
COc1ccc(C(=O)NC2CCCCC2)cc1S(=O)(=O)N1CCCC1,-1,-4,-5,2,-11,0.5,0,2,8,1
Cc1nn(-c2ccccc2)nc1CNC(=O)C(C)Cc1ccccc1 (centres undefined),-3,-3,-1,-2,1,-0.5,-5,4,1,-1
Cc1cc(C(=O)CSc2nc3ccccc3n2C)c(C)n1C,-3,4,-16,10,0,-0.1,3,-1,1,0
Cc1ccc(SC(=O)c2c(C)noc2-c2cc(C)on2)cc1,-2,1,-4,-5,-10,0.2,-1,7,8,-2
OCC1(Cc2cccc(C(F)(F)F)c2)CCN(Cc2cc3ccccc3o2)CC1,2,1,8,2,-3,0.4,-3,2,6,3
O=C(NCC(c1ccco1)N1CCN(c2ccccc2F)CC1)OCc1ccccc1 (centres undefined),-4,7,14,-2,0,0.3,0,8,1,-1
Cc1noc(C)c1NC(=O)N(C)C[C@H]1OCc2cn(nn2)CCCC(=O)N([C@H](C)CO)C[C@@H]1C,-2,-4,0,-14,0,-0.1,-1,-2,5,-1
Fc1ccc(Sc2cc(Cl)c(-c3ccccc3)nn2)cc1,-4,2,-7,6,7,0.2,0,-7,7,-1
O=[N+]([O-])c1ccc(Nc2ccccc2)c2nonc12,0,-1,1,9,8,0.1,1,26*,-5,-1
CCNc1cc(Nc2c(C)n(C)n(-c3ccccc3)c2=O)c([N+](=O)[O-])c2nonc12,-7,2,7,-2,-9,0.6,-2,6,0,-1
Cc1ccc(O)c(NC(=O)CSc2n[nH]c(-c3ccccc3)n2)c1,-2,3,2,-1,5,0.1,-1,6,-4,0

# 4 of these compounds, set out differently:
Molecule	ADAM17 inh	DDE Tn7 FP inh	ARFGAP1 inhibitor	ADAM10 inh	ASAP1 GAP inh	KLK7 zymogen act	LEDGF integ inh	TDP2 absorb	DDE Tn6 FP inh	PLC-gamma1 inh
COc1ccc(CN2C[C@@H](CO)O[C@@H](n3cnc4c(NC5CC5)ncnc43)C2)cc1	-3	1	11	0	-12	0.3	2	3	1	-3
Cc1nn(-c2ccccc2)nc1CNC(=O)C(C)Cc1ccccc1 (centres undefined)	-3	-3	-1	-2	1	-0.5	-5	4	1	-1
Cc1noc(C)c1NC(=O)N(C)C[C@H]1OCc2cn(nn2)CCCC(=O)N([C@H](C)CO)C[C@@H]1C	-2	-4	0	-14	0	-0.1	-1	-2	5	-1
Cc1ccc(SC(=O)c2c(C)noc2-c2cc(C)on2)cc1	-2	1	-4	-5	-10	0.2	-1	7	8	-2

# The results go on.
SMILES,ADAM17 inh,DDE Tn7 FP inh,ARFGAP1 inhibitor,ADAM10 inh,ASAP1 GAP inh,KLK7 zymogen act,LEDGF integ inh,TDP2 absorb,DDE Tn6 FP inh,PLC-gamma1 inh
CCOc1ccc(S(=O)(=O)N2CCC(C(=O)NCc3cccnc3)CC2)cc1Cl,0,-5,1,8,5,-1.2,1,2,2,4
CC(C)CCNC(=O)C(c1ccncc1)N(Cc1cccs1)C(=O)Cn1nnc(-c2ccc(F)cc2)n1 (centres undefined),-4,-1,4,-11,-10,-0.1,5,15,-4,-4
Cc1ccccc1OCC(=O)NCCNC(=O)c1ccncc1,0,0,0,0,-4,-0.6,-3,10,0,2
Oc1cc(-c2ccccc2)c2ccccc2c1,-12,-2,11,-50,-6,-7.5,-1,5,-1,-47
O=C(c1ccoc1)N1CCCC(CO)(CCCc2ccccc2)C1 (centres undefined),-2,2,-4,-12,5,-0.3,3,-5,1,4
Cc1nc(N)nc(N(C)c2ccccc2)c1Br,0,0,11,4,4,-0.2,2,-1,7,0
COCCNC(=O)Cn1nc(C(F)(F)F)c(Cl)c1C,-3,0,-1,1,-9,0.2,-1,8,-4,3
CC1CN(CCCCOc2ccc(Cl)c3ccccc23)CC(C)O1 (centres undefined),1,-1,10,7,12,-0.1,3,6,-3,4
CCCc1cc(=O)oc2cc(OCc3ccc(OC)cc3)c(Cl)cc12,-3,6,-7,-10,5,-0.5,2,15,-4,-2
COc1ccccc1CC(=O)OCC(=O)N1CCN(c2ccc(F)cc2)CC1,2,2,8,5,-3,0.2,6,4,-7,5
O=C(NCC1CCCO1)C1CCCN(S(=O)(=O)c2cc(Cl)ccc2Cl)C1 (centres undefined),0,-1,7,1,-6,0.2,-4,-11,-1,0
C=CCOC(=O)C(C#N)c1nc2ccccc2nc1N1CCN(Cc2ccccc2)CC1 (centres undefined),-11,3,3,-28,-3,0.7,-4,3,-3,-31
CC1CN(C(=O)CN2C(=O)NC(C)(c3ccccc3)C2=O)CC(C)O1 (centres undefined),-3,-4,3,4,-1,-0.1,-4,8,-3,-1
Cc1ccc(-c2nnn(CC(=O)NCC3CC3)n2)o1,-4,-6,-3,-4,18,0.0,2,0,-5,0
Cc1cccc(C(=O)OCC(=O)N2c3ccccc3CC2C)c1C (centres undefined),3,-3,5,-1,-5,0.7,-1,-7,0,3
O=C(NCCCn1ccnc1)c1csc2ccccc12,-1,4,-4,-8,-11,-0.8,-2,-4,-11,0
COCCC(=O)N1CCC(Oc2ccc(C(=O)N3CCC(N(C)C)C3)cc2)CC1 (centres undefined),-2,-5,4,-7,-9,0.7,2,8,6,2
